HTR5A ag ctr: HTR5A agonism, opioid heterodimer counter-screen. P47898. HTR5A agonist assay, luminescence, cell-based. activation, % at 9.3 µM. 0.61% of 340,000 active. AID 504692; in the data active = activation mostly above about 9.5%, no sharp cut-off; inactive = mostly below about 7.6%;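 also: 0% = cells with vehicle only and 100% = reference agonist; strong numbers were not always called active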
Target sequence (P47898 whole entry, looked up): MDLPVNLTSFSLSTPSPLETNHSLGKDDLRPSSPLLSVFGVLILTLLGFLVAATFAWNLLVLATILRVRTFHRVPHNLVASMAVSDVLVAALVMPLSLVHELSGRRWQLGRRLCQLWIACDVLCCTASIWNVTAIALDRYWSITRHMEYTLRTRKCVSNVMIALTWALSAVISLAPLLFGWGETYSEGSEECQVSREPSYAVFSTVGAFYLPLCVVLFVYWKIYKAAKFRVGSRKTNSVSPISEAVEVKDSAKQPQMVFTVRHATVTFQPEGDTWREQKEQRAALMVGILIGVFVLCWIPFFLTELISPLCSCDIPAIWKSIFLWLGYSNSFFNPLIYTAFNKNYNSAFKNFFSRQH
dFosB act: activators of mouse delta FosB homodimer; P13346; purified delta FosB, TAMRA-CDK5 oligo fluorescence polarization; percent of positive-control signal above neutral wells; activation, % at 25 µM; 0.99% of 340,000 active;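 active = mean activation above about 17%, with every replicate also reaching it, limit read from the data, passing the limit was not always enough; inconclusive = only one of the two conditions met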;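 also: fluorescence polarization rise as delta FosB binds a TAMRA Cdk5 AP-1 oligo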
Target sequence (P13346 whole entry, looked up): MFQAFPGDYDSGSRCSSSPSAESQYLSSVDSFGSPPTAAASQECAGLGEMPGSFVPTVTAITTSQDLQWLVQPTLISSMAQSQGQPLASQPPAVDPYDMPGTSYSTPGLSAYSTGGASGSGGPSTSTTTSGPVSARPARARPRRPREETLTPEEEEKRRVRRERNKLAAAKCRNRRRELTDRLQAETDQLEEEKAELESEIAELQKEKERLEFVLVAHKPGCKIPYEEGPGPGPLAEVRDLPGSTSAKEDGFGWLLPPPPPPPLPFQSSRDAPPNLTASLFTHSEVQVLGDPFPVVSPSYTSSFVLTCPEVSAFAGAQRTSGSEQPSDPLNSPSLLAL
SR-BI HDL uptake: inhibitors of mouse SR-BI mediated HDL lipid uptake. Q61009. ldlA[mSR-BI] CHO cells, DiI-HDL uptake fluorescence, 3 h. inhibition, % at 12.5 µM. 0.96% of 320,000 active. AID 488896;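 active = mean replicate inhibition of at least 70% and a set share of replicates each scoring 70 or more; inconclusive = meets just one of the two criteria; inactive = fails both criteria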;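 also: 0% = median of neutral control wells and 100% = median of positive control wells; values of inactives mirror those of a sister screen read the other way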
CDK5 p35 inh: blocks human CDK5/p35 kinase activity | inhibition, % at 10 µM | Recombinant CDK5/p35, ADP-Glo luminescence, 60 min | 0.01% of 330,000 active;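 active = highest replicate inhibition of at least 50% and at least 75% of replicates reaching 50%; inconclusive = only one of the two criteria met; inactive = both criteria failed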;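 also: plate controls were DMSO neutral control for no effect and GW8510 at 10 µM for full effect; many of its hits are not listed in these tables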
PvdQ inh: blocks Pseudomonas aeruginosa PvdQ acylase activity; purified PvdQ acylase, fluorescence plate reader; inhibition, % at 10 µM; 0.063% of 340,000 active; AID 488965; in the data active = inhibition above about 30%, passing the limit was not always enough; inconclusive = no clear call, values can overlap the other calls;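 also: 0% = vehicle neutral wells and 100% = reference inhibitor wells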
NSD2 inh: inhibitors of human histone methyltransferase NSD2; 0.54% of 310,000 active; inhibition, % at 12.5 µM; O96028; NSD2 peptide methylation, AlphaScreen, 120 min; AID 743445; in the data active = inhibition above about 50%
MITF act: activators of MITF-driven TRPM1 promoter activity in SK-MEL-5 cells; 0.75% of 300,000 active; SK-MEL-5 TRPM1-promoter luciferase, 24 h; % of positive control, neutral wells = 0; activation, % at 12.5 µM; AID 588334;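 active = mean activation of at least 80% with every replicate also reaching 80%; inconclusive = mean reaches 80% but some replicate falls short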;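 also: 0% = neutral control wells and 100% = parthenolide positive control wells; values of inactives mirror those of a sister screen read the other way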
HTR5A inv ctr: inverse agonist of human HTR5A in OPRM1-OPRD1 counter-screen | HTR5A cell line, luminescence, inverse agonism | 0.083% of 340,000 active | AID 504634 | P47898 | inhibition, % at 9.3 µM; in the data active = inhibition mostly above about 23%, no sharp cut-off; inactive = mostly below about 18%;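 also: 0% = cells with DMSO and 100% = no-cell wells with DMSO; some compounds called inactive have numbers as strong as hits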
V-ATPase pH: alters yeast V-ATPase proton transport; S. cerevisiae, pHLuorin cytosolic pH fluorescence; response, % at 10 µM; 0.37% of 350,000 active; AID 504577; in the data active = response mostly above about 7.3%, no sharp cut-off; inactive = mostly below about 5.4%; also: actives read high; inactives centre near 0; some compounds called inactive have numbers as strong as hits; reference of the scale not given here
Wnt act: activators of Wnt/beta-catenin signaling; 1.2% of 300,000 active; Wnt/beta-catenin reporter cell assay, activator, plate reader; activation, % at 9.35 µM; in the data active = activation above about 30%, passing the limit was not always enough; inconclusive = no clear call, values can overlap the other calls;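 also: 0% = neutral control wells and 100% = positive control wells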
* = called active by the depositor.

Results for O=c1[nH]c(CN2CCN(S(=O)(=O)/C=C/c3ccccc3)CC2)nc2ccccc12 ?
HTR5A ag ctr: 1; dFosB act: 9; SR-BI HDL uptake: 5; CDK5 p35 inh: -3.6; PvdQ inh: -8; MITF act: 1; HTR5A inv ctr: -2; V-ATPase pH: 2; Wnt act: -1

Results for Cc1nc(NC(=O)c2c(-c3ccccc3)noc2C)sc1C(=O)N(C)C ?
HTR5A ag ctr: -2; dFosB act: 6; SR-BI HDL uptake: -19; CDK5 p35 inh: -0.8; PvdQ inh: -8; NSD2 inh: -1; MITF act: 5; HTR5A inv ctr: -5; V-ATPase pH: -2; Wnt act: -1

Results for CC(=O)Nc1ccc(NC(=O)c2ccc(NS(=O)(=O)c3cc(C(C)(C)C)ccc3C)cc2)cc1 ?
HTR5A ag ctr: 1; dFosB act: inconclusive; SR-BI HDL uptake: 4; CDK5 p35 inh: -0.3; PvdQ inh: 0; NSD2 inh: 2; MITF act: -5; HTR5A inv ctr: 1; V-ATPase pH: 1; Wnt act: -2

How did Cc1cc(C)cc(OCC(=O)OC(C)C(=O)Nc2ccc(Cl)cn2)c1 (centres undefined) do in these assays?
HTR5A ag ctr: 1; dFosB act: -6; SR-BI HDL uptake: 0; CDK5 p35 inh: 0.4; PvdQ inh: -8; NSD2 inh: 10; MITF act: 3; HTR5A inv ctr: -15; V-ATPase pH: -1; Wnt act: 0

Results for CCCc1nc(SCC(=O)c2ccc(F)cc2)c2ccccc2n1 ?
HTR5A ag ctr: 0; dFosB act: -14; SR-BI HDL uptake: 22; CDK5 p35 inh: 2.3; PvdQ inh: 2; NSD2 inh: 1; MITF act: 4; HTR5A inv ctr: -1; V-ATPase pH: -1; Wnt act: 2

How did CCc1ccccc1OCC(=O)Nc1cccc(S(=O)(=O)NCc2ccco2)c1 do in these assays?
HTR5A ag ctr: 8; dFosB act: 0; SR-BI HDL uptake: 16; CDK5 p35 inh: 0.3; PvdQ inh: 2; MITF act: 4; HTR5A inv ctr: -22; V-ATPase pH: 2; Wnt act: 2

What do the screens show for `COc1ccc2[nH]c(=O)c(CN(C(=O)NC3CCCCC3)C3CCCC3)cc2c1`?
HTR5A ag ctr: 8; dFosB act: -3; SR-BI HDL uptake: -13; CDK5 p35 inh: -1.2; PvdQ inh: 3; NSD2 inh: -1; HTR5A inv ctr: -21; V-ATPase pH: -1

How did O=C(Cc1ccccc1)NNS(=O)(=O)c1ccc([N+](=O)[O-])cc1 do in these assays?
HTR5A ag ctr: 1; dFosB act: 4; SR-BI HDL uptake: 12; CDK5 p35 inh: -0.8; PvdQ inh: -9; NSD2 inh: 0; MITF act: 1; HTR5A inv ctr: 16; V-ATPase pH: -1

Results for Cc1ccc(SCC(=O)Nc2ccccc2N2CCOCC2)cc1 ?
HTR5A ag ctr: -1; dFosB act: -11; SR-BI HDL uptake: 8; CDK5 p35 inh: 1.0; PvdQ inh: -12; NSD2 inh: -8; MITF act: -13; HTR5A inv ctr: 5; V-ATPase pH: -4; Wnt act: -4

What do the screens show for `C=CCN1C(=O)c2ccc(C(=O)N(CCC)CC(=O)Nc3ccccc3C)cc2C1=O`?
HTR5A ag ctr: 0; dFosB act: -10; SR-BI HDL uptake: 22; CDK5 p35 inh: 0.3; PvdQ inh: -6; NSD2 inh: -2; MITF act: 1; HTR5A inv ctr: 17; V-ATPase pH: 4; Wnt act: -4

How did COc1cc(-c2nnc(SCc3cccnc3)n2C)cc(OC)c1O do in these assays?
HTR5A ag ctr: 4; dFosB act: 5; SR-BI HDL uptake: 8; CDK5 p35 inh: 1.8; PvdQ inh: -10; NSD2 inh: 0; MITF act: -4; HTR5A inv ctr: -5; V-ATPase pH: -1; Wnt act: 4

How did C[C@@]12C(=O)N(Cc3ccc(F)cc3)CC(=O)N1[C@H]1c3cc(Cl)ccc3OC[C@@H]1[C@@H]2c1ccccc1 do in these assays?
HTR5A ag ctr: 5; dFosB act: 4; SR-BI HDL uptake: -3; CDK5 p35 inh: 0.5; PvdQ inh: 1; MITF act: 3; HTR5A inv ctr: -10; V-ATPase pH: -3; Wnt act: -3

How did Cc1cccc(C)c1OCC(O)CN(Cc1ccccc1O)C1CCCCC1 (centres undefined) do in these assays?
HTR5A ag ctr: 0; dFosB act: -9; SR-BI HDL uptake: 3; CDK5 p35 inh: 0.7; PvdQ inh: -1; NSD2 inh: -2; MITF act: -16; HTR5A inv ctr: -1; V-ATPase pH: -2; Wnt act: -1

How did CCOc1ccc(NC(=O)NC23CC4CC(CC(C4)C2)C3)cc1 do in these assays?
HTR5A ag ctr: -3; dFosB act: -17; SR-BI HDL uptake: 2; CDK5 p35 inh: -3.4; PvdQ inh: -17; NSD2 inh: 0; MITF act: 45; HTR5A inv ctr: 9; V-ATPase pH: 9; Wnt act: 30

How did Cc1cc(C(F)F)n2ncc(C(=O)NCc3ccccc3)c2n1 do in these assays?
HTR5A ag ctr: 3; dFosB act: 3; SR-BI HDL uptake: 8; CDK5 p35 inh: -0.4; PvdQ inh: 0; NSD2 inh: -1; HTR5A inv ctr: 6; V-ATPase pH: -1; Wnt act: 3

How did CC(C)NC(=O)c1onc(CSc2ccc(F)cc2)c1C(=O)O do in these assays?
HTR5A ag ctr: 2; dFosB act: 0; SR-BI HDL uptake: -5; CDK5 p35 inh: -0.7; PvdQ inh: -15; MITF act: -4; HTR5A inv ctr: -5; V-ATPase pH: -3; Wnt act: -1

What do the screens show for `O=C1N/C(=N\N=C\c2cccs2)SC1Cc1cccc(Cl)c1Cl` (centres undefined)?
HTR5A ag ctr: 1; dFosB act: 3; SR-BI HDL uptake: -11; CDK5 p35 inh: 0.3; PvdQ inh: -15; NSD2 inh: 0; MITF act: -12; HTR5A inv ctr: -3; V-ATPase pH: 0

How did CCc1nn2c(NCCOC)cc(C)nc2c1-c1ccc(F)cc1 do in these assays?
HTR5A ag ctr: 1; dFosB act: -5; SR-BI HDL uptake: 21; CDK5 p35 inh: -2.2; PvdQ inh: -1; NSD2 inh: 4; MITF act: 2; HTR5A inv ctr: -2; V-ATPase pH: 0; Wnt act: -3

How did O=C(C1CC1)N1CCc2cc(Br)cc(S(=O)(=O)NCC3COc4ccccc4O3)c21 (centres undefined) do in these assays?
HTR5A ag ctr: -3; dFosB act: -9; SR-BI HDL uptake: 9; CDK5 p35 inh: -1.0; PvdQ inh: -9; NSD2 inh: 9; MITF act: 2; HTR5A inv ctr: 22; V-ATPase pH: 1; Wnt act: -9

What do the screens show for `COc1cccc(CN2CCNC(=O)C2CC(=O)N(C)CCC2CCOCC2)c1OC` (centres undefined)?
HTR5A ag ctr: -4; dFosB act: -4; SR-BI HDL uptake: -21; CDK5 p35 inh: -4.2; PvdQ inh: -7; NSD2 inh: 3; MITF act: 1; HTR5A inv ctr: 13; V-ATPase pH: -2; Wnt act: -1

Results for O=C(CSc1ccccn1)c1ccc2c(c1)OCO2 ?
HTR5A ag ctr: -2; dFosB act: -7; SR-BI HDL uptake: -2; CDK5 p35 inh: 3.4; PvdQ inh: 4; NSD2 inh: -1; HTR5A inv ctr: -7; V-ATPase pH: -3; Wnt act: 47*

What do the screens show for `COCCNC(=O)C(c1ccc(F)cc1)N(C(=O)CCC(=O)Nc1ccccn1)C1CCCCC1` (centres undefined)?
HTR5A ag ctr: -3; dFosB act: -1; CDK5 p35 inh: 0.2; PvdQ inh: -8; NSD2 inh: 1; MITF act: 12; HTR5A inv ctr: -2; V-ATPase pH: 1; Wnt act: 22

Results for O=C(NC1CCN(Cc2ccccc2)CC1)c1cccc(S(=O)(=O)Nc2ccc(Br)cc2)c1 ?
HTR5A ag ctr: -3; dFosB act: 11; SR-BI HDL uptake: -7; CDK5 p35 inh: 0.6; PvdQ inh: 11; NSD2 inh: 1; MITF act: -18; HTR5A inv ctr: -11; V-ATPase pH: -1; Wnt act: -8

What do the screens show for `O=C(Nc1ccc(Oc2ccc(NC(=O)C3CCCO3)cc2)cc1)C1CCCO1` (centres undefined)?
HTR5A ag ctr: -2; dFosB act: -8; SR-BI HDL uptake: -15; CDK5 p35 inh: 0.6; PvdQ inh: -13; NSD2 inh: -1; MITF act: 3; HTR5A inv ctr: -7; V-ATPase pH: -4

Results for CC(CCc1ccccc1)NC(=O)CN1CCOc2ccccc21 (centres undefined) ?
HTR5A ag ctr: 6; dFosB act: 3; SR-BI HDL uptake: -7; CDK5 p35 inh: -0.3; PvdQ inh: -7; HTR5A inv ctr: -16; V-ATPase pH: -4; Wnt act: 2

How did C1CCCN(CCCCN2CCCCCC2)CC1 do in these assays?
HTR5A ag ctr: -1; dFosB act: -7; SR-BI HDL uptake: -19; CDK5 p35 inh: -0.4; PvdQ inh: -6; NSD2 inh: 2; MITF act: 10; HTR5A inv ctr: 9; V-ATPase pH: -1

Results for COc1ccc(/C=N\NC(=O)c2ccc(=O)[nH]n2)cc1O ?
HTR5A ag ctr: -4; dFosB act: 5; SR-BI HDL uptake: -29; CDK5 p35 inh: 1.0; PvdQ inh: 13; NSD2 inh: 0; MITF act: 1; HTR5A inv ctr: -9; V-ATPase pH: -2; Wnt act: 3

What do the screens show for `O=C1CCCN1CC(O)CS(=O)(=O)Cc1ccc(Cl)c(Cl)c1` (centres undefined)?
HTR5A ag ctr: 3; dFosB act: -4; CDK5 p35 inh: 0.8; PvdQ inh: 13; NSD2 inh: 0; MITF act: 0; HTR5A inv ctr: -10; V-ATPase pH: 1; Wnt act: -1

Molecules above containing an aryl thioether with sulfur outside any ring (5):
Results for CCCc1nc(SCC(=O)c2ccc(F)cc2)c2ccccc2n1 ?
HTR5A ag ctr: 0; dFosB act: -14; SR-BI HDL uptake: 22; CDK5 p35 inh: 2.3; PvdQ inh: 2; NSD2 inh: 1; MITF act: 4; HTR5A inv ctr: -1; V-ATPase pH: -1; Wnt act: 2

Results for Cc1ccc(SCC(=O)Nc2ccccc2N2CCOCC2)cc1 ?
HTR5A ag ctr: -1; dFosB act: -11; SR-BI HDL uptake: 8; CDK5 p35 inh: 1.0; PvdQ inh: -12; NSD2 inh: -8; MITF act: -13; HTR5A inv ctr: 5; V-ATPase pH: -4; Wnt act: -4

How did COc1cc(-c2nnc(SCc3cccnc3)n2C)cc(OC)c1O do in these assays?
HTR5A ag ctr: 4; dFosB act: 5; SR-BI HDL uptake: 8; CDK5 p35 inh: 1.8; PvdQ inh: -10; NSD2 inh: 0; MITF act: -4; HTR5A inv ctr: -5; V-ATPase pH: -1; Wnt act: 4

How did CC(C)NC(=O)c1onc(CSc2ccc(F)cc2)c1C(=O)O do in these assays?
HTR5A ag ctr: 2; dFosB act: 0; SR-BI HDL uptake: -5; CDK5 p35 inh: -0.7; PvdQ inh: -15; MITF act: -4; HTR5A inv ctr: -5; V-ATPase pH: -3; Wnt act: -1

Results for O=C(CSc1ccccn1)c1ccc2c(c1)OCO2 ?
HTR5A ag ctr: -2; dFosB act: -7; SR-BI HDL uptake: -2; CDK5 p35 inh: 3.4; PvdQ inh: 4; NSD2 inh: -1; HTR5A inv ctr: -7; V-ATPase pH: -3; Wnt act: 47*
